Screening data as filed in PubChem.
B2AR arrestin – qHTS assay of beta-arrestin-biased ligands of beta2-adrenergic receptor; 330,000 tested, 0.02% active; beta-arrestin recruitment to beta2AR, cell-based reporter; Beta-2 adrenergic receptor (Homo sapiens), P07550; Potency, µM (titrated, usually from 46.1 µM), for inactives: top-dose activation, hits mostly activators; AID 492947, 2010;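 further: potency means the concentration at half of the fitted maximal effect; 0% = DMSO controls and full agonism = EC100 isoproterenol or metaproterenol; nearly all actives have a fitted effect of over 65% in size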
TRPV1 ag – HTS Assay for Compounds that Act as Agonists of the Vanilloid Receptor 1 | Transient receptor potential cation channel subfamily V member 1 (Homo sapiens), Q8NER1 | 320,000 tested, 0.19% active | activation, % at 8.33 µM | TRPV1-expressing cells, Fluo-8 calcium influx, agonist mode; in the data active means activation above about 80%; inconclusive means between about 30% and that limit; further: 0% is about no effect
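TRPV1-expressing cells were cultured overnight at 35.5C and loaded with Fluo-8 calcium dye for 40 to 90 min at room temperature. After a 10 s baseline, compound was added and calcium influx was read kinetically for 3 min (ex 480/em 520 nm).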
ELG1 genotoxic – qHTS screen for small molecules that induce genotoxicity in human embryonic kidney (HEK293T) cells expressing luciferase-tagged ELG1; HEK293T ELG1-luciferase reporter, luminescence, 16 h; Potency, µM (titrated, usually from 46 µM), inactives show at the top dose activity change, positive = activation, actives largely listed as activators; 330,000 tested, 1.3% active; further: potency means the concentration at half of the fitted maximal effect; % of control where 0% means no effect; nearly all actives have a fitted effect of over 60% in size
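Screening used a luciferase reporter fused to human ELG1 in HEK293T cells. Luminescence was read on a CCD plate imager after 16 hr exposure and 30 min ONE-Glo incubation.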
Eya2 inh – qHTS Assay for Inhibitors of the Phosphatase Activity of Eya2; Protein phosphatase EYA2 (Homo sapiens), O00167; recombinant Eya2, OMFP fluorescence dephosphorylation (OMFP is methylfluorescein phosphate); Potency, µM (highest dose often 76.9 µM), without a hit: at the highest dose activity, negative = inhibition, most hits filed as inhibitors; 330,000 tested, 0.006% active; further: potency means the concentration at half of the fitted maximal effect; on the % scale 0 is the no-effect control and ±100 the full control effect
Target sequence (O00167 whole entry, looked up): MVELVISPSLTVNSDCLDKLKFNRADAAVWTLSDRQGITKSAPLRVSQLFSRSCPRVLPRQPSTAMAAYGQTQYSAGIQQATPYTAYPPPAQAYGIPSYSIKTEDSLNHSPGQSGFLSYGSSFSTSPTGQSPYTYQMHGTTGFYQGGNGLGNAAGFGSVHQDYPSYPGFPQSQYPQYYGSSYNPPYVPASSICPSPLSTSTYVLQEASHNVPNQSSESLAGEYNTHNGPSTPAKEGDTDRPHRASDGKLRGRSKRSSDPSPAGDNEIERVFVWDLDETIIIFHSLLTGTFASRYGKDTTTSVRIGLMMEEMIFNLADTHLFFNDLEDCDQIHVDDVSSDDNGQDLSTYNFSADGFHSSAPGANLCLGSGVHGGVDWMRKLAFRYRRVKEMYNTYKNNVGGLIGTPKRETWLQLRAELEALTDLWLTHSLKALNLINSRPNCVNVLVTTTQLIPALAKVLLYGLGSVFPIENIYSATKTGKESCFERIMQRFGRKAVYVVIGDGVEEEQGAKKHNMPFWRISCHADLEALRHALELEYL
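Eya2 protein (added as 0.2 uM solution) was preincubated with compound for 10 min at ambient temperature in 50 mM HEPES pH 7.5, 50 mM NaCl, 5 uM MgCl2, 0.05% BSA, 1 mM DTT. OMFP (added at 50 uM) then reacted 10 min; fluorescence read at 485/525 nm.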
USP2a inh – qHTS Assay for Inhibitors of Ubiquitin-specific Protease USP2a Using CHOP2 as the Reporter; Ubiquitin carboxyl-terminal hydrolase 2 (Homo sapiens), O75604; 330,000 tested, 0.01% active; USP2 core, Ub-CHOP2 coupled fluorogenic reporter, 485/531; Potency, µM (highest dose often 38.3 µM), for the others: top-dose activity change, negative = inhibition, actives largely listed as inhibitors;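 further: potency means the concentration at half of the fitted maximal effect; plate controls were DMSO wells for no effect and full inhibition by NEM control for full effect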
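Cell-free coupled assay: 10nM USP2 core preincubated 30min RT with compound in Tris-HCl pH 8.0/CaCl2/CHAPS buffer, then 25nM Ub-CHOP2 and 25nM reporter substrate; fluorescence (Ex 485/Em 531) read after 60min RT, normalized to NEM inhibition, concentration-response curves fitted.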
BRCA1 expr up – qHTS Assay to Identify Small Molecule Activators of BRCA1 Expression. MCF7-BRCA1-FFLuc reporter, luminescence, 48 h; response scale: scaled: vehicle 0%, 10 µM genistein 100%. Potency, µM (top dose mostly 46.1 µM), for the others: at the highest dose activation, actives largely listed as activators. 380,000 tested, 1.1% active; further: potency means the concentration at half of the fitted maximal effect; nearly all actives have a fitted effect of over 80% in size; some results filed as inactive show a strong effect at the top dose
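48 h compound treatment of MCF7-BRCA1-FFLuc cells (phenol-red free MEM, 37 °C), then 15 min with luciferase substrate and luminescence imaging.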
uPA generation – qHTS for Inhibitors of Cell Surface uPA Generation | cell surface uPA generation assay, qHTS | Potency, µM (series often up to 38.3 µM), for inactives: at the top dose activity change, negative = inhibition, actives largely listed as inhibitors | 330,000 tested, 0.31% active | AID 540303, 2011; active means well fitted inhibition curve with a large enough effect; inconclusive means small, poorly fitted or top-dose-only effect; inactive means no such curve, though single readings can be large or run the other way; tested in mouse RAW 264.7 cells; further: potency means the concentration at half of the fitted maximal effect; on the % scale 0 is the no-effect control and ±100 the full control effect; nearly all actives have a fitted effect of over 55% in size
PTAP TSG101 blk – qHTS Assay for Iinhibitors of HIV-1 Budding by Blocking the Interaction of PTAP/TSG101. Fluorescence polarization, FITC-PTAP peptide / Tsg101 binding. 340,000 tested, under 10 active. AID 493005, 2010. Potency, µM (highest dose often 115 µM), for the others: top-dose activity change, negative = inhibition, usual class: inhibitors; active means well fitted inhibition curve with a large enough effect in the main read-out, with a control signal flat, not every such curve was filed as active; inconclusive means small, poorly fitted or top-dose-only effect, or effect the other way, or a change in a side signal; inactive means no such curve, though single readings can be large or run the other way; further: potency means the concentration at half of the fitted maximal effect; % of control where 0% means no effect
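Steps: Tsg101 binding domain dispensed (10 uM final), compounds pinned in DMSO, FITC-labeled PTAP-motif peptide added (50 nM final); after 20 min binding at room temperature, polarization measured.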
Integrin act MD – qHTS for Activators of Integrin-Mediated Alleviation for Muscular Dystrophy; alpha7betagal myoblasts, beta-gal FDG fluorescence, 48 h; Potency, µM (doses to about 38.3 µM), inactives show at the highest dose activation, actives largely listed as activators; 350,000 tested, 0.064% active;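 further: potency means the concentration at half of the fitted maximal effect; 100% = response of the positive control SU9516; nearly all actives have a fitted effect of over 60% in size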
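alpha7betagal+/- myoblasts (passage 13, 250/well) treated 48 h at 37C with compounds at 1:260 dilution of DMSO stock. Lysed, then beta-galactosidase activity read as FDG fluorescence (ex 480/em 540) after 30 min, with pre-read for autofluorescence.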
p53 reactivator – qHTS assay for re-activators of p53 using a Luc reporter; H1299 p53-A138V BP100-luciferase reporter, luminescence, 24 h; Potency, µM (highest dose often 92.2 µM), inactives show top-dose activity change, positive = activation, actives largely listed as activators; 320,000 tested, 0.063% active; AID 504706, 2011; further: potency means the concentration at half of the fitted maximal effect; % of control where 0% means no effect; nearly all actives have a fitted effect of over 45% in size
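H1299 (p53-null), stable ts p53-A138V + BP100-Luc; 1000 cells/well, Opti-MEM/10% FBS; cpd 4 pt, 1:5; 24 h, 37 deg C, 5% CO2; detection reagent 10 min RT; luminescence.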
S-ASM inh – Inhibitors of Secretory Acid Sphingomyelinase (S-ASM): qHTS; Sphingomyelin phosphodiesterase (Homo sapiens), P17405; AID 504937, 2011; Potency, µM (titrated, usually from 57.5 µM), for the others: at the top dose activity change, negative = inhibition, usual class: inhibitors; placental ASM, HMU-PC fluorogenic substrate, 60 min; 340,000 tested, 0.006% active; further: potency means the concentration at half of the fitted maximal effect
Target sequence (P17405 47-631 limits assumed): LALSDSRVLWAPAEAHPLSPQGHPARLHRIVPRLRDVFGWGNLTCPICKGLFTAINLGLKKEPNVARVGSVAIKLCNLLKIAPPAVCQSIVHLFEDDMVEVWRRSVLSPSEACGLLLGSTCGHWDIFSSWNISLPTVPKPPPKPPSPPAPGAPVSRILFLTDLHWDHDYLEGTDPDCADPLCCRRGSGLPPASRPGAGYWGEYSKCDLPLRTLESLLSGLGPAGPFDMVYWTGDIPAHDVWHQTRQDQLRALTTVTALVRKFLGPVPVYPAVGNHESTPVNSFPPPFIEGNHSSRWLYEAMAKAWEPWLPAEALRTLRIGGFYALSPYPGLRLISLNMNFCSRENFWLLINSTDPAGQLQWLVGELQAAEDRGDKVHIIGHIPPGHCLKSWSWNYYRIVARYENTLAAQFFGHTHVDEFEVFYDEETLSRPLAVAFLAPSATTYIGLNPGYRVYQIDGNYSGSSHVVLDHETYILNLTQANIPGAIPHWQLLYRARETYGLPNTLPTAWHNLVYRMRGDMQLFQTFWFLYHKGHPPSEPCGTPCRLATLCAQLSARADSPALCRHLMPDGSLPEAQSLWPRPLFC
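Steps: dispense placental human ASM, pin compound, wait 10 min at room temperature, add HMU-PC0 substrate at 9 uM final, incubate 60 min at 37 °C, add stop solution raising pH to 10, read fluorescence.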
* marks the source's active call; other numbers are inactive results; & = joins results of further samples; [ ] = dose if it differs, or a comment. Unless noted, the call rests on the fitted dose curve; in most records, active means well fitted curve in the direction sought with a large enough effect; inconclusive means small, poorly fitted or top-dose-only effect, or another doubt; inactive means no such curve, though single readings can be large; an effect the other way counts as inactive or inconclusive.

Results for COc1ccc(CN2CC(=O)N(c3ccc(C)c(C)c3)C2=S)cc1OC ?
B2AR arrestin: 0.6%; TRPV1 ag: 16; ELG1 genotoxic: 8%; Eya2 inh: 2%; USP2a inh: 1%; BRCA1 expr up: -29%; uPA generation: 0%; PTAP TSG101 blk: -1%; Integrin act MD: -27%; p53 reactivator: -2%; S-ASM inh: 3%

What do the screens show for `CCCc1cc2c(cc1NC(=O)Cc1ccccc1)OCO2`?
BRCA1 expr up: -15%; uPA generation: -5%; PTAP TSG101 blk: -2%; Integrin act MD: 0%; S-ASM inh: 5%

Results for COc1ccc(CCNCC(O)COc2c(C)cccc2C)cc1OC (configuration not stated) ?
B2AR arrestin: 0.5%; TRPV1 ag: 3; ELG1 genotoxic: -8%; Eya2 inh: 11%; USP2a inh: 2%; BRCA1 expr up: -14%; uPA generation: -2%; PTAP TSG101 blk: -2%; Integrin act MD: -32%; p53 reactivator: -3%; S-ASM inh: -1%

How did N#Cc1ccccc1S(=O)(=O)Nc1ccc2c(c1)C(=O)OC2 do in these assays?
B2AR arrestin: -0.7%; TRPV1 ag: -1; ELG1 genotoxic: 2%; Eya2 inh: -4%; USP2a inh: 0%; BRCA1 expr up: -4%; uPA generation: 12%; PTAP TSG101 blk: 1%; Integrin act MD: 4%; p53 reactivator: 2%; S-ASM inh: 1%

How did Cc1ccc(CNCc2ccco2)cc1 do in these assays?
B2AR arrestin: 0.4%; TRPV1 ag: -3; ELG1 genotoxic: -3%; Eya2 inh: 4%; USP2a inh: -1%; BRCA1 expr up: 38%; uPA generation: 18%; PTAP TSG101 blk: -3%; Integrin act MD: -12%; p53 reactivator: -15%; S-ASM inh: 1%

How did O=C(CCN1C(=O)C2CCCCC2C1=O)NNC(=O)c1cccc(Cl)c1 (configuration not stated) do in these assays?
B2AR arrestin: 3.4%; TRPV1 ag: -5; ELG1 genotoxic: -1%; Eya2 inh: 1%; USP2a inh: -1%; BRCA1 expr up: 0%; uPA generation: 8%; PTAP TSG101 blk: 2%; Integrin act MD: 3%; p53 reactivator: -5%; S-ASM inh: 2%

How did O=C(Nc1cccc2ccccc12)N1CCN(c2ncccn2)CC1 do in these assays?
B2AR arrestin: -0.3%; TRPV1 ag: 0; ELG1 genotoxic: -2%; Eya2 inh: -2%; USP2a inh: 0%; BRCA1 expr up: -2%; uPA generation: inconclusive; PTAP TSG101 blk: 0%; Integrin act MD: 8%; p53 reactivator: 0%; S-ASM inh: 6%

What do the screens show for `O=C(CNc1cccc(S(=O)(=O)N2CCCCC2)c1)Nc1cccc(F)c1`?
B2AR arrestin: 0.2%; TRPV1 ag: 13; ELG1 genotoxic: -6%; Eya2 inh: 14%; USP2a inh: -7%; BRCA1 expr up: -47%; uPA generation: 5%; PTAP TSG101 blk: 0%; Integrin act MD: 8%; p53 reactivator: -4%; S-ASM inh: -1%

What do the screens show for `CCO/C(C)=N/n1c2nc3ccccc3nc2c2c(=O)n(C3CCCC3)c(C)nc21`?
B2AR arrestin: 0.3%; TRPV1 ag: 4; ELG1 genotoxic: 3%; Eya2 inh: 6%; USP2a inh: -2%; BRCA1 expr up: -8%; uPA generation: 7%; PTAP TSG101 blk: -3%; Integrin act MD: -4%; p53 reactivator: 10%; S-ASM inh: 98%[activator]

What do the screens show for `COc1ccccc1N1CCN(Cc2ccc(OC)c(OC)c2OC)CC1`?
B2AR arrestin: -1.0%; TRPV1 ag: 17; ELG1 genotoxic: -1%; Eya2 inh: -7%; USP2a inh: -11%; BRCA1 expr up: 4%[1.84 µM]; uPA generation: 3%; PTAP TSG101 blk: -6%; Integrin act MD: -15%; p53 reactivator: -8%; S-ASM inh: -1%

How did Cc1ccccc1C(=O)Nc1ccc2c(c1)C(=O)NC2=O do in these assays?
B2AR arrestin: 0.4%; TRPV1 ag: 21; ELG1 genotoxic: 4%; Eya2 inh: 11%; USP2a inh: -1%; BRCA1 expr up: -24%; uPA generation: 5%; PTAP TSG101 blk: -3%; Integrin act MD: -15%; S-ASM inh: 24%

Results for CN1CCN(C(=O)c2cccc(-c3cc(O)c4ncccc4c3)c2)CC1 ?
B2AR arrestin: -0.2%&-0.3%; ELG1 genotoxic: 8%; Eya2 inh: 7%&-3%; USP2a inh: 6%&1%; BRCA1 expr up: -71%; uPA generation: inconclusive; PTAP TSG101 blk: -1%; p53 reactivator: 6%; S-ASM inh: -1%

How did CCOC(=O)N1CCN(C/C(Cl)=C/c2ccccc2)CC1 do in these assays?
B2AR arrestin: 0.1%; TRPV1 ag: 23; ELG1 genotoxic: 10%; Eya2 inh: inconclusive; USP2a inh: 0%; BRCA1 expr up: 79%; uPA generation: 1%; PTAP TSG101 blk: -1%; Integrin act MD: -18%; p53 reactivator: -1%; S-ASM inh: 2%

Results for Cc1ccc(/C=C/C(=O)c2ccccc(=O)c2O)c(C)c1 ?
B2AR arrestin: inconclusive; TRPV1 ag: 1; ELG1 genotoxic: inconclusive; Eya2 inh: -1%; USP2a inh: 0%; BRCA1 expr up: -85%; uPA generation: -16%; PTAP TSG101 blk: -2%; Integrin act MD: -4%; p53 reactivator: inconclusive; S-ASM inh: -5%

What do the screens show for `COC(=O)[C@@]1(C)[C@H]2C(=O)N(C)C(=O)[C@H]2[C@H]2CN=C(SCc3ccc(C#N)cc3)N21`?
B2AR arrestin: -0.2%; ELG1 genotoxic: -2%; Eya2 inh: 2%; USP2a inh: 0%; BRCA1 expr up: 1%; uPA generation: 1%; PTAP TSG101 blk: -1%; Integrin act MD: 20%; p53 reactivator: 9%; S-ASM inh: 2%

How did CCn1c(SCC(=O)N2CCCCC2C)nc2ccsc2c1=O (configuration not stated) do in these assays?
B2AR arrestin: 0.0%; TRPV1 ag: 2; ELG1 genotoxic: -7%; Eya2 inh: 11%; USP2a inh: -1%; BRCA1 expr up: -20%; PTAP TSG101 blk: 1%; Integrin act MD: -10%; p53 reactivator: -2%; S-ASM inh: -2%

How did O=C(O)CCCCNS(=O)(=O)c1ccc(Cl)c(C(F)(F)F)c1 do in these assays?
B2AR arrestin: -0.6%; TRPV1 ag: -3; ELG1 genotoxic: -1%; Eya2 inh: 13%; USP2a inh: 4%; BRCA1 expr up: 4%; uPA generation: 8%; PTAP TSG101 blk: -5%; Integrin act MD: 0%; p53 reactivator: 0%; S-ASM inh: 0%

What do the screens show for `O=C(CN1CCN(CCO)CC1)Nc1ccccc1`?
B2AR arrestin: 0.1%; TRPV1 ag: -4; ELG1 genotoxic: 1%; Eya2 inh: -30%; USP2a inh: 2%; BRCA1 expr up: -24%; uPA generation: 0%; PTAP TSG101 blk: -2%; Integrin act MD: 15%; p53 reactivator: -2%; S-ASM inh: -4%

How did COc1ccccc1CN=C1Nc2ccccc2CS1 do in these assays?
B2AR arrestin: -0.2%; TRPV1 ag: 28; ELG1 genotoxic: 13%; Eya2 inh: 7%; USP2a inh: -8%; BRCA1 expr up: inconclusive; uPA generation: 2%; PTAP TSG101 blk: 2%; Integrin act MD: 7%; p53 reactivator: 27%; S-ASM inh: -1%

What do the screens show for `NNc1ccccc1C(F)(F)F`?
B2AR arrestin: -1.0%; TRPV1 ag: 2; ELG1 genotoxic: 5%; Eya2 inh: 9%; USP2a inh: 10%; BRCA1 expr up: 8%; uPA generation: -4%; PTAP TSG101 blk: 0%; Integrin act MD: 14%; p53 reactivator: 1%; S-ASM inh: -3%

How did COc1ccc(NC(=O)COC(=O)C2CCN(S(=O)(=O)c3ccccc3)CC2)cc1Cl do in these assays?
B2AR arrestin: -0.2%; TRPV1 ag: 2; ELG1 genotoxic: 2%; Eya2 inh: 32%; USP2a inh: 1%; BRCA1 expr up: -7%; uPA generation: 6%; PTAP TSG101 blk: -1%; Integrin act MD: 19%; p53 reactivator: 5%; S-ASM inh: -4%
